Assay outcomes as filed in PubChem.
TrxR1 inh = qHTS Assay for Inhibitors of Mammalian Selenoprotein Thioredoxin Reductase 1 (TrxR1): qHTS; 390,000 tested, 1% active; Thioredoxin reductase 1, cytoplasmic (Rattus norvegicus), O89049; AID 588453, 2011; recombinant rTrxR1, NADPH fluorescence consumption, selenite substrate; Potency, µM (series often up to 114 µM), inactives show at the highest dose activity change, negative = inhibition, usual class: inhibitors; further: potency means the concentration at half of the fitted maximal effect; on the % scale 0 is the no-effect control and ±100 the full control effect; nearly all actives have a fitted effect of over 65% in size
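Rat TrxR1 (90 nM in the dispensed reagent) was pre-reduced with 400 uM NADPH for 5 min at room temperature, then incubated with compound for 15 min. After 400 uM selenite was added, NADPH fluorescence (Ex 340/Em 450 nm) was followed for 8 min.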
Pin1 inhibitor = qHTS Assay to Find Inhibitors of Pin1 | Pin1 FP peptide displacement, HiFluor488, 10 min | Peptidyl-prolyl cis-trans isomerase NIMA-interacting 1 (Homo sapiens), Q13526 | Potency, µM (series often up to 115 µM), for the others: at the top dose activity, negative = inhibition, actives largely listed as inhibitors | 390,000 tested, 0.009% active; active means well fitted inhibition curve with a large enough effect in the polarisation, with a control signal flat, not every such curve was filed as active; inconclusive means small, poorly fitted or top-dose-only effect, or effect the other way, or a change in a side signal; inactive means no such curve, though single readings can be large or run the other way; the % refers to the polarisation; further: potency means the concentration at half of the fitted maximal effect; on the % scale 0 is the no-effect control and ±100 the full control effect
Target sequence (Q13526 whole entry, looked up): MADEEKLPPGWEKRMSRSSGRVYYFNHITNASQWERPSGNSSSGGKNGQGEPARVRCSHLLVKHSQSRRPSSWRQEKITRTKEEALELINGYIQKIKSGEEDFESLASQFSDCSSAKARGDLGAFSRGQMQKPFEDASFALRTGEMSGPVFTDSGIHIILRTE
USP1 inh = Inhibitors of USP1/UAF1: Primary Screen; recombinant USP1/UAF1, Ub-Rhodamine cleavage fluorescence; Potency, µM (highest dose often 57.1 µM), inactives show top-dose activity change, negative = inhibition, actives largely listed as inhibitors; Ubiquitin carboxyl-terminal hydrolase 1 (Homo sapiens), O94782; 390,000 tested, 0.23% active; further: potency means the concentration at half of the fitted maximal effect; on the % scale 0 is the no-effect control and ±100 the full control effect; nearly all actives have a fitted effect of over 60% in size; inactives centre near -12
Target sequence (O94782 whole entry, looked up): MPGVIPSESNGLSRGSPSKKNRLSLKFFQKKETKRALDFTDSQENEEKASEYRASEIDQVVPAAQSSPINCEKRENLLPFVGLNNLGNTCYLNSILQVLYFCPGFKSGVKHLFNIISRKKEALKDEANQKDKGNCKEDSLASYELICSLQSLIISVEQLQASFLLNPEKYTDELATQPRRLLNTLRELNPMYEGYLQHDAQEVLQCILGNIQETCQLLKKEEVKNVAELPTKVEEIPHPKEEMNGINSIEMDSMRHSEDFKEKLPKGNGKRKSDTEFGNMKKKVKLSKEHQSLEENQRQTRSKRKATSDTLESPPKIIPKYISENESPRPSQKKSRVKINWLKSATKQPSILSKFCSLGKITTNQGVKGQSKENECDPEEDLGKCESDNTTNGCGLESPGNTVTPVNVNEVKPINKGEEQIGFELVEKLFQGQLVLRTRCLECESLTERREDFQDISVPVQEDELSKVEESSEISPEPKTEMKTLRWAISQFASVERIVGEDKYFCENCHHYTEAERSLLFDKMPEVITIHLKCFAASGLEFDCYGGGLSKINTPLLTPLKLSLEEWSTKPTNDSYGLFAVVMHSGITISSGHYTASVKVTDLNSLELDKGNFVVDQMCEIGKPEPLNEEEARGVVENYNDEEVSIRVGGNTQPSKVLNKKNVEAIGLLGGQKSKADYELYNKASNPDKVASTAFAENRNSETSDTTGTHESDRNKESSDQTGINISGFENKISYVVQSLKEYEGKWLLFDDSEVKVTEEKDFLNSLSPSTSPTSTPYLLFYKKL
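USP1/UAF1 complex (1 nM) preincubated 15 min at room temperature with compound, then Ub-Rho substrate (150 nM final) added. Kinetic fluorescence at 480/540 nm over 6 reads at 60 s intervals; 50 mM HEPES pH 7.8, 0.5 mM EDTA, 0.1 mg/ml BSA, 1 mM TCEP, 0.01% Tween-20.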
TRHR PAM = qHTS for Small Molecule Agonists and Allosteric Enhancers of Human TRH Receptor: Primary Screen for Enhancers; Thyrotropin-releasing hormone receptor (Homo sapiens), P34981; TRHR cells, fluo-8 calcium fluorescence, EC20 TRH enhancement; enhancement, % at 2 µM; 360,000 tested, 0.66% active; in the data active means enhancement above about 30%; further: 0% is about no effect
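TRHR-expressing cells loaded with fluo-8 calcium dye were read kinetically (ex 480/em 530) during compound addition, then stimulated with an EC20 of TRH (10 nM final). Enhancement of the Gq-mediated intracellular calcium response was scored.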
mIDH1 inhibitor = qHTS for Inhibitors of mutant isocitrate dehydrogenase 1 (IDH1): qHTS | Isocitrate dehydrogenase [NADP] cytoplasmic (Homo sapiens), O75874 | IDH1-R132H enzyme, NADPH consumption, diaphorase/resazurin fluorescence | Potency, µM (top dose mostly 76.6 µM), without a hit: at the highest dose activity change, negative = inhibition, most hits filed as inhibitors | 390,000 tested, 0.093% active | AID 602179, 2012; further: potency means the concentration at half of the fitted maximal effect; on the % scale 0 is the no-effect control and ±100 the full control effect; nearly all actives have a fitted effect of over 65% in size
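IDH1-R132H (0.5 ug/mL dispensed) in pH 7.5 Tris buffer was preincubated 30 min with compound, then given a substrate mix of 0.016 mM NADPH and 2 mM alpha-KG for 80 min at room temperature; remaining NADPH was read by diaphorase/resazurin fluorescence.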
TRHR ag = qHTS for Small Molecule Agonists and Allosteric Enhancers of Human TRH Receptor: Primary Screen for Agonists; TRHR cells, calcium flux fluo-8, FDSS agonist mode; activation, % at 2 µM; 360,000 tested, 0.18% active; AID 493084, 2011; in the data active means activation above about 30%; further: 0% is about no effect
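Agonist-mode FDSS calcium read (Ex 480/Em 530, 1 s cycles) in 1536-well TRHR cells with fluo-8 dye, after 10-cycle baseline and 23 nL compound addition; TRH at EC20 (10 nM final) added afterwards for the enhancer phase.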
D2 antag = HTS Assay for Allosteric Antagonists of the Human D2 Dopamine Receptor: Primary Screen for Antagonists | D(2) dopamine receptor (Homo sapiens), P14416 | HEK293 TREx D2 cells, calcium flux, dopamine EC80 | inhibition, % at 10 µM | 340,000 tested, 2% active | AID 485344, 2010; in the data active means inhibition above about 30%; further: 0% is about no effect
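Inhibition of EC80 dopamine-driven calcium flux, recorded kinetically, defines activity here; cells are a tetracycline-induced HEK293 T-REx line expressing force-coupled D2.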
TrxR1 substrate = qHTS Assay for Substrates of Mammalian Selenoprotein Thioredoxin Reductase 1 (TrxR1): qHTS | Thioredoxin reductase 1, cytoplasmic (Rattus norvegicus), O89049 | purified TrxR1 substrate turnover, NADPH consumption readout | Potency, µM (series often up to 114 µM), without a hit: top-dose activity change, negative = substrate turnover | 390,000 tested, 0.01% active; further: potency means the concentration at half of the fitted maximal effect; on the % scale 0 is the no-effect control and ±100 the full control effect; nearly all actives have a fitted effect of over 50% in size
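Rat TrxR1, dispensed at 90 nM, was prereduced with 400 uM NADPH (final) for 5 min at ~22 deg C, then incubated with compound 15 min before 400 uM selenite. A first-read NADPH fluorescence drop versus no-compound background flagged substrates.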
D2 agonist = HTS Assay for Allosteric Agonists of the Human D2 Dopamine Receptor: Primary Screen for Agonists; AID 485358, 2010; 340,000 tested, 0.53% active; activation, % at 2 µM; HEK293 T-REx D2 cells, calcium flux agonist mode; D(2) dopamine receptor (Homo sapiens), P14416;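 active means activation over 3 SD above normal in the single-dose calcium agonist read, cut at about 30% in these data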; further: 0% is about no effect
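Calcium-flux readout, 1 cycle/sec over 180 s following compound pin transfer, in inducible HEK293 Trex D2 cells (force-coupled); dopamine controls included. Positive calcium responses during this window marked compounds as potential agonists.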
Starred values were filed as active, the others as inactive; ? = inconclusive; . = no result given; & = joins results of further samples; [ ] = remark or other dose. Unless noted, the call rests on the fitted dose curve; in most records, active means well fitted inhibition curve with a large enough effect; inconclusive means small, poorly fitted or top-dose-only effect; inactive means no such curve, though single readings can be large or run the other way. The list is partial (hit frequency here may not be typical).

SMILES	TrxR1 inh	Pin1 inhibitor	USP1 inh	TRHR PAM	mIDH1 inhibitor	TRHR ag	D2 antag	TrxR1 substrate	D2 agonist
O=Cc1nc(-c2ccccc2Cl)n2ccccc12	-13%	-1%	-13%	-6	5%	-0.1	9	0%	0.4
COc1ccc2c(c1)C(c1cccs1)=NNC(c1cccnc1)=N2	-9%	6%	-7%	-7	-7%	0.0	-2	-9%	0.8
O=C(CCc1ccccc1)NNC(=O)COc1ccccc1	8%	-2%	-11%	2	-3%	0.4	-7	-8%	0.0
OCCNC(=S)Nc1ccc2nsnc2c1	-10%	-11%	?	-4	0%	0.5	31*	-4%	-0.2
CCC(C)(C)NC(=O)C(c1ccc(F)cc1)N(Cc1ccco1)C(=O)c1cnccn1 (stereo not drawn)	?	13%	6%	0	5%	-0.3	13	-6%	-0.3
COc1ccc(C(=O)Nc2ccc(-n3nncc3-c3ccc(OC)c(OC)c3)cc2)cc1	-14%[57.1 µM]	3%	-1%	12	-3%	0.1	.	-12%[57.1 µM]	0.5
Cn1nnnc1SCC(=O)Nc1ccc(N2CCOCC2)cc1	13%	2%	-22%	1	3%	0.9	17	2%	-0.6
COC(=O)C1=C(C)NC(=O)NC1c1cc(Cl)ccc1OC (stereo not drawn)	-8%	4%	1%	-1	0%	1.1	-2	-6%	0.5
Cc1ccc(-c2nnc(SCC(=O)NC(=O)Nc3ccc(C)cc3C)n2N)cc1	-13%	1%	5%	9	4%	0.5	9	-14%	1.0
COc1cc(OC)nc(-n2ncc(OC)c(Br)c2=O)n1	-31%	?	1%	1	-7%	0.3	-5	-1%	-0.2
CCn1cc(C(=O)O)c(=O)c2cc(F)c(N3CCN(S(=O)(=O)c4ccc(NC(C)=O)cc4)CC3)cc21	-31%	?	-16%	-5	-4%	0.6	-5	147%[activator]	0.7
Cc1ccc(-n2[nH]c(C)c(C=Nc3ccc(S(=O)(=O)N4CCOCC4)cc3)c2=O)c(C)c1	.	.	.	-10	.	-0.4	3	.	-0.9
Cc1c(C#N)c(N=CN(C)C)c(C(=O)c2ccccc2)n1-c1ccccc1	-10%[57.1 µM]	6%	4%	2	0%	-0.7	-8	-3%	-0.1
CCc1cccc(NC(=O)c2nc(-c3ccncc3)no2)c1	-12%	8%	-9%	-2	0%	-0.1	.	-9%	-0.2
CC(/C=N/NC(=O)c1cc(C(C)(C)C)[nH]n1)=C\c1ccccc1	11%[57.1 µM]	-8%	-8%	-4	0%	-0.9	1	-3%	-0.4
Cc1ccc(-c2nnn3c2nc(NCCc2ccc(Cl)cc2)c2ccccc23)cc1	2%	-3%	-18%	3	10%	0.3	.	3%	.
Nc1c(C(=O)CSc2ncccn2)c(=O)[nH]c(=O)n1C1CC1	14%	5%	-8%	0	-10%	0.0	3	12%	-0.1
COc1cc(S(=O)(=O)N2CCCCC2)ccc1NC(=O)/C=C/c1ccccc1	18%	-2%	-23%	-5	-1%	0.2	.	3%	.
Cc1nn(CC(=O)N2CCN(c3ccc(Cl)cc3)CC2)c(=O)c2cccn12	8%[57.1 µM]	0%&30%	-8%&-6%	-1&5	-1%&0%	-0.4&-0.6	-28	4%[57.1 µM]	-0.2&0.4
Cc1ccccc1C(=O)NC1CCN(CC(=O)Nc2ccc(N(C)C)cc2)CC1	9%	6%	-8%	-4	21%	-0.1	-3	1%	1.3
O=C(c1cc(N2C(=O)C3C4CCC(C4)C3C2=O)ccc1Cl)N1CCCCCC1 (stereo not drawn)	23%	-5%	-19%	-7	0%	0.9	6	6%	0.7
Cc1ccc(NC(=O)Cn2cc(C(=O)c3ccco3)c3ccccc32)cc1C	19%	57%[activator]	-14%	-3	-6%	0.3	.	12%	0.1
CCn1c(=O)cc(SCC(=O)NCCN2CCN(Cc3ccccc3)CC2)c2ccccc21	16%	-5%	-14%	-3	2%	0.2	18	12%	44*
CCOc1ccc(-n2nc3ccc(NC(=O)c4cccc(F)c4)cc3n2)cc1	15%	2%	-28%	0	-2%	1.5	.	16%	0.2
COc1ccc(-c2noc(CN(C(=O)Cc3ccc(C)cc3)C(C)C)n2)cc1	28%	-2%	-26%	6	8%	0.9	.	-1%	.

Further records follow.
SMILES	TrxR1 inh	Pin1 inhibitor	USP1 inh	TRHR PAM	mIDH1 inhibitor	TRHR ag	D2 antag	TrxR1 substrate	D2 agonist
COc1ccc(NC(=O)Cn2c(=O)n(CC3CCCO3)c(=O)c3cc(OC)c(OC)cc32)cc1OC (stereo not drawn)	-5%	-3%	-20%	1	-4%	-0.1	8	-5%	-0.1
O=C(CCCn1ccc2cc(S(=O)(=O)N3CCCC3)ccc21)NCc1ccc(Cl)cc1	24%	60%[activator]	-17%	-7	-18%	0.7	.	1%	.
Cc1cc(=O)c2cc(C(=O)Nc3ccc(F)cc3)ccc2[nH]1	12%	-1%	-8%	-1	-14%	-0.2	.	-4%	0.7
S=C(NCc1cccs1)Nc1cccc(Cl)c1Cl	11%[57.1 µM]	-2%	-16%	-7	7%	-1.3	18	8%[57.1 µM]	-1.9
COc1ccccc1CN(C)C(=O)CNC(=O)c1cccc(Cl)c1	10%	-3%	-17%	9	2%	-0.1	1	1%	0.0
COC(=O)C1=C(C)N(CCc2cc(OC)c(OC)c(OC)c2)C(=O)N[C@H]1c1ccccc1	9%	-1%	-19%	.	-3%	.	.	4%	.
C[C@H](NC(=O)[C@@H]1Cc2ccccc2CN1C(=O)OC(C)(C)C)C(=O)NCc1ccco1	?	-1%	-24%	-7	5%	0.3	-13	1%	-0.3
CCOC(=O)Cn1c(=N)n(Cc2ccccc2F)c2ccccc21	14%	-3%	-12%	-2	2%	0.5	.	0%	.
CN(CCCC1CCCC1)C(=O)c1cc(COc2c(F)cccc2F)on1	8%	-4%	-10%	-3	-4%	-0.5	-8	-6%	-0.4
Cc1ccc(-n2ncc(C(=O)N3CCN(c4ccccn4)CC3)c2C2CCN(C(=O)OC(C)(C)C)CC2)cc1	31%	-3%	-12%	3	0%	-0.3	.	47%[activator]	0.7
Cc1cccc(NC(=O)CSc2nnc([C@H](C)NC(=O)OC(C)(C)C)o2)c1C	13%	-1%	-13%	-1	-1%	-0.2	0	-2%	0.1
Cc1ccc(NC(=O)C(=O)c2cc(C)n(-c3ccc(F)cc3)c2C)cc1C	-2%	7%	-2%	3	-7%	-0.4	.	11%	-1.4
COc1ccc(C2C(=O)N(C3CCC(C)CC3)CC(=O)N2CCc2ccccc2)cc1OC (stereo not drawn)	11%[57.1 µM]	-8%	-11%	2	-4%	-0.3	.	2%[57.1 µM]	-0.1
CCOc1ccc(CC(=O)NCCS(=O)(=O)N2CCN(c3ccccc3OC)CC2)cc1	20%[57.1 µM]	-17%	-19%	3	-8%	-0.1	.	0%[57.1 µM]	0.0
CCc1cc2c(SCC(=O)c3cccs3)ncnc2s1	13%[57.1 µM]	17%	-10%	2	-1%	0.6	34*	6%[57.1 µM]	0.1
O=C(NCCC1=CCCCC1)C1CCN(C(=O)c2ccc(Cl)cc2)CC1	12%[57.1 µM]	-3%	-8%	2	-1%	-0.1	3	4%[57.1 µM]	0.2
CS(=O)(=O)Nc1cccc(C2=NN(S(=O)(=O)c3ccccc3)C(c3cccs3)C2)c1 (stereo not drawn)	15%[57.1 µM]	11%	-12%	-7	7%	0.0	7	1%[57.1 µM]	0.0
C=CCn1c[n+](CC(=O)c2ccc(Br)s2)c2ccccc21	-5%[57.1 µM]	22%	-12%	2	-6%	2.4	0	-7%[57.1 µM]	-0.1
CC1CN(S(=O)(=O)c2cccc(C(=O)NN3CCN(C)CC3)c2)CC(C)O1 (stereo not drawn)	-24%	-7%	-17%	-4	6%	0.7	-6	-1%	1.3
CC(C)CN(CC(C)C)C(=O)C1CCCN(S(=O)(=O)c2ccc3c(c2)oc(=O)n3C)C1 (stereo not drawn)	-2%	-8%	-33%	5	11%	-0.9	.	-3%	-0.7
CN1C(C(=O)NCC2CC2)CC2Cn3c(nc4cc(Cl)c(Cl)cc43)C21 (stereo not drawn)	8%	6%	-19%	1	6%	-1.0	-21	4%	-0.8
O=C(Cn1c(=O)n(-c2ccccc2)c(=O)c2c3c(sc21)CCCC3)Nc1ccc(F)cc1F	12%	9%	-15%	3	-11%	2.4	.	-2%	0.9
CC(C)=NNc1nc2c(c(=O)n(C)c(=O)n2C)n1C	-5%	1%	-18%	-4	9%	0.6	.	-9%	.
O=C(Cc1c(F)cccc1Cl)N1CCCC1	-3%	0%	-2%	-2	4%	-0.3	27	8%[57.1 µM]	0.3
Cn1cccc1CC(=O)NNC(=S)Nc1ccc(F)cc1	-6%	5%	-23%	-2	-1%	0.9	-11	6%	1.6
CN(C)C(=O)CSc1nc2cc(S(=O)(=O)N3CCOCC3)ccc2o1	12%[57.1 µM]	-1%	-21%	.	4%	.	.	10%[57.1 µM]	.
